Screening data as filed in PubChem.
LGR2 inh: inhibitors of bursicon-induced LGR2 CRE-luciferase signal, primary screen, cell-based, HEK293, CRE-luciferase reporter, bursicon stimulation; actives 0.35% (n = 380,000); bursicon-stimulated, 4 h; Drosophila bursicon receptor LGR2 (rickets); AID 720647, 2013; inhibition, % at 9.99 µM;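 active = drop in luminescence signal, shown as inhibition above about 50% in the replicate tests, limit read from the data, passing the limit was not always enough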;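 note: agonist challenge used bursicon conditioned medium at about half maximal strength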
ARNT-TACC3 inh: disruptors of ARNT/TACC3 protein interaction, primary screen, biochemical, AlphaScreen, single concentration; AID 623870, 2012; actives 0.66% (n = 390,000); inhibition, % at 9.99 µM; AlphaScreen His-ARNT PAS-B/GST-TACC3 binding, luminescence; TACC3 fragment carries E629A point mutation; Transforming acidic coiled-coil-containing protein 3 (Homo sapiens), Q9Y6A5;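 active = mean inhibition of replicates at least 50% and at least half of replicates each reaching 50%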;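 note: 0% = complete ARNT plus TACC3 wells and 100% = ARNT alone without TACC3; many hits fall short of the cut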
Active calls of the source: *. Some of the compounds tested. The share of hits here may be higher or lower than overall.

Sequence of screens: LGR2 inh, ARNT-TACC3 inh
1) COc1ccc(-c2cc3ccccc3oc2=O)cc1NC(=O)c1cccnc1
 : 1, -9
2) O=C(Nc1ccc(N2CCOCC2)c(Cl)c1)c1cccnc1
 : -13, -1
3) CCCCOc1ccc(C(=O)N/C(=C\c2ccc(OC)cc2)C(=O)OCc2ccco2)cc1
 : -7, -1
4) COc1ccc(-c2csc3nc(-c4ccccc4F)oc(=O)c23)cc1OC
 : -10, 0
5) COc1cc(C)c(Cl)cc1S(=O)(=O)NCC1CCCO1 (stereo unspecified)
 : 5, 3
6) COc1c2occc2c(OC)c2c(=O)cc(C(F)(F)F)oc12
 : 8, -1
7) Cn1nccc1C(=O)Nc1ccc(OC(=O)c2ccnn2C)cc1
 : -5, -63
8) CCOc1ccc(C(O)C(CN2CCOCC2)c2ccccc2)cc1 (stereo unspecified)
 : -4, -5
9) CN(Cc1ccccc1)C(NC(=O)c1ccccc1)C(Cl)(Cl)Cl (stereo unspecified)
 : -19, 4
10) Cn1c(SCc2nc3ccccc3c(=O)[nH]2)nnc1-c1ccco1
 : -26, -23

Next section (5 carried over from the part before).
Sequence of screens: LGR2 inh, ARNT-TACC3 inh
6) COc1c2occc2c(OC)c2c(=O)cc(C(F)(F)F)oc12
 : 8, -1
7) Cn1nccc1C(=O)Nc1ccc(OC(=O)c2ccnn2C)cc1
 : -5, -63
8) CCOc1ccc(C(O)C(CN2CCOCC2)c2ccccc2)cc1 (stereo unspecified)
 : -4, -5
9) CN(Cc1ccccc1)C(NC(=O)c1ccccc1)C(Cl)(Cl)Cl (stereo unspecified)
 : -19, 4
10) Cn1c(SCc2nc3ccccc3c(=O)[nH]2)nnc1-c1ccco1
 : -26, -23
11) O=C(N/N=C\c1cn(-c2ccccc2)nc1-c1ccccc1)c1ccc2c(c1)OCO2
 : -7, 0
12) NNC(=O)CN1C(c2ccccc2Br)=Nc2ccc(Br)cc2C1c1ccccc1 (stereo unspecified)
 : -10, 4
13) COC(=O)C(NC(C)=O)(Nc1ccc(Br)cn1)C(F)(F)F (stereo unspecified)
 : -1, 3
14) N#Cc1c(N)c(C(=O)c2ccc(Cl)cc2)n2c1CCC2
 : 17, -9
15) Cc1ccc(N2CC(C)Cn3c2nc2c3c(=O)n(CC(=O)OCc3ccccc3)c(=O)n2C)cc1C (stereo unspecified)
 : 15, -13
16) O=C(NCCc1ccccc1)c1nc2ncccn2n1
 : 21, -1
17) O=C(CSCc1c(Cl)cccc1Cl)NN1C(=O)c2ccccc2C1=O
 : -7, -2
18) Cc1cc(C)n(-c2ccc(C(=O)Nc3ccc(N4CCOCC4)cc3)cc2)n1
 : 8, -9
19) Cc1cc(C)nc(NN2C(=O)/C(=C/c3ccccc3)SC2=S)n1
 : 28, 2
20) CN1c2ccccc2C(C)(C)C12CCCC(=O)N2 (stereo unspecified)
 : -16, 3
21) O=C(c1ccc(C#CC2(O)CCCCC2)cc1)N1CCN(C(c2ccccc2)c2ccccc2)CC1
 : -21, -2
22) O=c1cc(N2CCCCC2)nc2n1CCCS2
 : -6, -18
23) Cc1cc(=O)n(CC(C)C)c(O)c1C#N
 : -4, 6
24) CCOC(=O)c1ccccc1NC(=O)CC(C)CC(=O)O (stereo unspecified)
 : -7, -4
25) O=C(c1ccc(Cl)c(Cl)c1)N1CCOCC1
 : 13, -10
26) CC(=O)Cc1nsc(NC(=O)c2c(-c3ccccc3Cl)noc2C)n1
 : 1, -2
27) CC(=O)c1n[nH]nc1NC(=O)c1ccccc1
 : 9, 20
28) N#Cc1nc(-c2ccco2)oc1N1CCOCC1
 : -9, -2
29) C=CCn1c(SCC(=O)NC)nc2sc3c(c2c1=O)CCC3
 : -9, -1
30) COC(=O)CNC(=O)C1CCN(c2nc(C)cc(C)n2)CC1
 : 13, -3
31) N#C/C(=C/c1ccc(N2CCCCCC2)o1)c1cccc(F)c1
 : -32, 0
32) COc1cc(OC)c(N(C)S(=O)(=O)c2cccc(C(=O)OCC(=O)c3c[nH]c4ccccc34)c2)cc1Cl
 : 22, -3
33) CCOC(=O)C1CCN(CC(=O)c2c(C)[nH]c3cc(C)ccc23)CC1
 : 2, 20
34) NC(=O)C1CCN(CC(=O)c2c[nH]c3ccc(F)cc23)CC1
 : 17, 0
35) Cc1ccc(-c2cc(C)nc3nc(N)nn23)cc1
 : -3, -29
36) COc1ccc(CNC(=O)COc2ccc(S(=O)(=O)NC(C)C)cc2)cc1
 : 1, -8
37) CCn1c(SCC(=O)Nc2nc(C)cs2)nnc1C(C)NC(=O)c1ccccc1 (stereo unspecified)
 : 5, -3
38) Cc1cccc(C(=O)O/N=C(\N)Cc2ccc([N+](=O)[O-])cc2)c1
 : 11, -3
39) C=CCN=C(NC#N)SCCc1ccccc1
 : -11, -3
40) Cc1ccc2nc(SCc3ccc([N+](=O)[O-])cc3)nc(C)c2c1
 : 0, -11
41) CCOC(=O)C(NC(=O)NCc1ccc(F)cc1)(OCC)C(F)(F)F (stereo unspecified)
 : -2, -6
42) CC(C)CNC(=S)NNC(=O)c1ccccc1OC(F)F
 : -10, 9
43) N#Cc1c(NC(=O)Cn2c(=O)oc3ccccc32)oc(-c2ccccc2)c1-c1ccccc1
 : 14, -3
44) CC(=O)c1ccc(NS(=O)(=O)c2cccc(C)c2)cc1
 : -24, 3
45) O=C(c1ccc2c(c1)OCO2)N1CCc2ccccc2C1
 : -32, -4
46) CC(=O)c1cnc2cc(-c3ccccc3)nn2c1C
 : -75, -7
47) CCOc1cc(CNCCO)c(Cl)cc1OCC(=O)NCCc1ccccc1
 : -10, 6
48) Cc1ccc(OC(=O)c2cc3ccccc3o2)cc1
 : -35, -15
49) CCOC(=O)N1CCC(NC(=O)c2cccn3c(=O)c4cc(Br)ccc4nc23)CC1
 : -8, 0
50) CC(C)OCCCNC(=O)NC12CC3CC(CC(C3)C1)C2
 : 1, -4

Whole records, looked up by structure. Screens in order: LGR2 inh, ARNT-TACC3 inh
Record of CCOc1cc(CNCCO)c(Cl)cc1OCC(=O)NCCc1ccccc1 → -10, 6
Record of CC(=O)c1ccc(NS(=O)(=O)c2cccc(C)c2)cc1 → -24, 3

Remaining list, next part:
Sequence of screens: LGR2 inh, ARNT-TACC3 inh
51) NC(=O)CSc1oc(-c2cccs2)nc1S(=O)(=O)c1ccccc1
 : 17, 21
52) C=CCc1cccc(CNc2nc3ccccc3n2C(C)C)c1O
 : 5, 6
53) O=C(CSc1nnc2scc(-c3ccccc3)n12)NCC1CCCO1 (stereo unspecified)
 : -12, 1
54) C=CCOc1c(CNc2cccc(C(=O)O)c2)cccc1OCC
 : -30, -5
55) COc1ccccc1C(=O)N1CCCC(c2nc(-c3cc(OC)c(OC)c(OC)c3)no2)C1 (stereo unspecified)
 : 16, -1
56) COc1ccc(S(=O)(=O)Nc2cccc(/C=C/C(=O)O)c2)cc1
 : 1, 5
57) O=C(Nc1ccc(NC(=O)c2sc3ccccc3c2Cl)cc1Cl)c1ccco1
 : -5, -3
58) N=C1C(c2ccccc2)=C(O)CN1c1ccccc1N1CCOCC1
 : -2, -36
59) CCn1ncc(Br)c1C(=O)Nc1sc2c(c1C(=O)OC)CCC2
 : 4, -5
60) COc1ccc(NC(=O)CN2CCN(C3c4ccccc4-c4ccccc43)CC2)c(OC)c1
 : -6, -1
61) CCOC(=O)c1c(NC(=O)COC(=O)Cn2c(C(F)(F)F)nc3ccccc32)sc(C)c1C
 : 0, -2
62) O=C(CN(c1ccc(F)cc1)S(=O)(=O)c1ccc2c(c1)OCCO2)NCc1ccccc1
 : 6, 30
63) CCc1ccc(OCC(=O)Nc2ccc(S(=O)(=O)N3CCCC3)cc2)c(Br)c1
 : 6, -13
64) CCOC(=O)c1c(C2COc3ccccc3O2)csc1N (stereo unspecified)
 : -6, 0
65) O=C(NC(=S)Nc1ccc(Cl)cn1)c1cccs1
 : -48, 3
66) CCOC(=O)c1c(O)c2c(n(Cc3ccco3)c1=O)CCCC2
 : 17, 20
67) COc1cc(C(=O)N2CCN(C(=O)C(Cc3cc(C)ccc3C)NC(C)=O)CC2)cc(OC)c1OC (stereo unspecified)
 : 7, 3
68) COc1ccc(NC(=S)NNC(=O)Cn2nc([N+](=O)[O-])cc2C)cc1
 : 8, -4
69) CCc1cc2cc3c(cc2nc1SCC(=O)N1CCN(C(=O)c2ccco2)CC1)OCO3
 : -17, 12
70) COc1ccc(/C=C/C(=O)c2ccc(Cl)cc2)c(OC)c1
 : -10, -4
71) COC(=O)c1ccccc1NC(=O)c1ccc(COc2cc(C)cc(C)c2)o1
 : -10, -11
72) O=[N+]([O-])c1cccc(-c2nc(NCc3ccccc3)c3ccccc3n2)c1
 : -32, -4
73) CC(C)(C)c1cc(CN2CCCC(O)C2)c(O)c(C(C)(C)C)c1 (stereo unspecified)
 : 3, -4
74) COc1cc2c(cc1OC)C(c1cc3cc(OC)c(OC)cc3[nH]c1=O)N(C(=O)C1CC1)CC2 (stereo unspecified)
 : 13, 6
75) Cc1cc(C)c2[nH]c(=O)c(CN(CC3CCCO3)C(=S)Nc3ccccc3)cc2c1 (stereo unspecified)
 : 1, -1
76) Cc1cnc(C(=O)OCC(=O)NC(=O)NC(C)C)cn1
 : -7, 2
77) CCOC(=O)C(=CNc1ncccc1C)C(=O)OCC
 : 7, -2
78) Cc1ccc(S(=O)(=O)N2CCOCC2)cc1C(=O)NC1CCCCC1
 : 14, 25
79) Cc1cc(C)cc(NC(=O)c2cccn2-c2ncc(C(F)(F)F)cc2Cl)c1
 : -11, 2
80) O=C(CSc1nnc(-c2cnccn2)n1Cc1ccco1)c1ccc2ccccc2c1
 : 0, 7
81) COc1ccc(Br)cc1C(=O)Nc1cc(C)cc(C)c1
 : 4, -4
82) CCOc1cc(S(=O)(=O)Nc2ccc(CC)cc2)ccc1Cl
 : 2, 14
83) COc1ccc(NC(=O)C2OC3OC(C)(C)OC3C3OC(C)(C)OC23)cc1 (stereo unspecified)
 : 8, 6
84) COc1ccc(CCNC(C)=O)cc1
 : 1, -7
85) CCC(C)(C)n1nnnc1C(c1ccc(OC)c(OC)c1)N1CCN(c2ccc(F)cc2)CC1 (stereo unspecified)
 : -1, -25
86) COc1ccc(CCNC2CC(=O)N(CCc3ccc(OC)c(OC)c3)C2=O)cc1 (stereo unspecified)
 : -7, -7
87) Cc1ccc(S(=O)(=O)/N=C(\N)Nc2nc(C)c3cc(C)c(C)cc3n2)cc1
 : 11, 4
88) COC(=O)C1=C(N)Oc2cc(C)n(Cc3cccnc3)c(=O)c2C1c1ccc(OC)c(OC)c1 (stereo unspecified)
 : 5, -1
89) COc1ccc(C2CC(=O)n3c(nc4ccccc43)S2)cc1OC (stereo unspecified)
 : 4, -1
90) CCOCC(=O)N1CCN(c2ccc([N+](=O)[O-])cc2)CC1
 : 9, -24
91) CNC(=O)c1nnn(-c2ccccc2)c1C(=O)NC
 : 5, -9
92) Cc1c(NC(=O)CSc2nnc3sc4ccccc4n23)c(=O)n(-c2ccccc2)n1C
 : -4, -5
93) Cn1c(=O)n(C)c2cc(S(=O)(=O)NCCOCCO)ccc21
 : -6, -4
94) Cc1ccc(C)c(NC(=O)c2ccc3ccccc3n2)c1
 : 23, 13
95) Cc1ccc(-n2ncc(C(=O)NCc3ccc4c(c3)OCO4)c2NC(=O)c2ccco2)cc1C
 : 6, 3
96) Cc1nc2cc(Nc3nnc(-c4ccccc4)c4ccccc34)ccc2n1C
 : 0, 11
97) CCN(CC)S(=O)(=O)c1ccc(NC(=O)CSc2nnc(-c3ccc(F)cc3)o2)cc1
 : 13, -6
98) COc1ccc(NC(=O)CN2CCC(C)CC2)cc1
 : -10, -5
99) O=C(Nc1ccc(CN2CCOCC2)cc1)c1cccc(F)c1
 : 6, -11
100) CCN1CCN(C(=S)Nc2ccc3nc(N4CCN(CC)CC4)cc(C)c3c2)CC1
 : 15, 25

The list goes on:
Sequence of screens: LGR2 inh, ARNT-TACC3 inh
101) COc1ccc(NC(=O)c2ccccc2SC)cc1OC
 : -14, 2
102) CCOC(=O)[C@H]1CCC[C@@H](NS(=O)(=O)c2ccc(NC(C)=O)cc2)C1
 : 12, -3
103) COc1ccc(C(=O)N2CCC(C(=O)NCc3ccccn3)CC2)cc1
 : -8, 44
104) O=C(CSc1nc2ccccc2c(=O)n1-c1ccccc1)NCc1ccc2c(c1)OCO2
 : 0, 11
105) Cc1ccc(S(=O)(=O)NCc2ccc(C(=O)N3CCN(Cc4ccccc4)CC3)cc2)cc1
 : 11, -3
106) CC1CCN(S(=O)(=O)c2cccc(-c3csc(-c4cccnc4)n3)c2)CC1
 : 10, -3
107) O=S(=O)(NCCCc1ccccc1)c1ccccc1
 : -16, 1
108) CC(C)N1CC(O)=C(c2nc3ccccc3c(=O)[nH]2)C1=N
 : -40, -3

Fetched by compound from the list above (7):
Sequence of screens: LGR2 inh, ARNT-TACC3 inh
6) COc1c2occc2c(OC)c2c(=O)cc(C(F)(F)F)oc12
 : 8, -1
19) Cc1cc(C)nc(NN2C(=O)/C(=C/c3ccccc3)SC2=S)n1
 : 28, 2
24) CCOC(=O)c1ccccc1NC(=O)CC(C)CC(=O)O (stereo unspecified)
 : -7, -4
94) Cc1ccc(C)c(NC(=O)c2ccc3ccccc3n2)c1
 : 23, 13
39) C=CCN=C(NC#N)SCCc1ccccc1
 : -11, -3
26) CC(=O)Cc1nsc(NC(=O)c2c(-c3ccccc3Cl)noc2C)n1
 : 1, -2
13) COC(=O)C(NC(C)=O)(Nc1ccc(Br)cn1)C(F)(F)F (stereo unspecified)
 : -1, 3
